a7 integrin act = activates integrin-mediated alleviation for muscular dystrophy; alpha7betagal myoblasts, beta-gal FDG fluorescence, 48 h; Potency, µM (titrated, usually from 38.3 µM), for inactives: at the top dose activation, hits mostly activators; 350,000 compounds, 0.064% hits; active means well fitted activation curve with a large enough effect;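 further: 100% = response of the positive control SU9516; nearly all actives have a fitted effect of over 60% in size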
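Alpha7betagal+/- myoblasts (passage 13) were plated 16-24 hr, then exposed to compounds (1:260 dilution of DMSO stock) for 48 hours at 37C. After MPER lysis, β-galactosidase reporter activity was read as FDG fluorescence (ex 480/em 540) after 30 minutes.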
* = called active by the depositor; [ ] = dose if it differs, or a comment. Potency means the concentration at half of the fitted maximal effect. Only part of the results is shown; the hit share may differ from the screen's.

a7 integrin act,Compound
-60.1%[inhibitor],OC(CNC1CCCCC1)CON=C1CCSc2c(Cl)cccc21 (stereo not drawn)
8.8%,COc1cccc(S(=O)(=O)N(C)C[C@H]2Oc3ncc(Br)cc3C(=O)N([C@H](C)CO)C[C@H]2C)c1
12.2%,COc1ccc(CC(=O)Nc2cc(F)ccc2F)cc1S(=O)(=O)N1CCOCC1
-1.1%,CCN(CC)C1CCN(C(=O)c2ccc(OC3CCN(C(=O)CCOC)CC3)cc2)C1 (stereo not drawn)
-29.6%,COc1ccccc1N(C(C)=O)C1=C(Cl)C(=O)c2ccccc2C1=O
-13.7%,CC1C(=O)N(Cc2cn(CC3CCCCC3)nn2)CCS(=O)(=O)N1Cc1ccc(-c2cccc(CO)c2)cc1 (stereo not drawn)
-1.5%,Nc1cc(=O)nc2cn[nH]n12
19.1%,C[C@@H]1CN([C@@H](C)CO)S(=O)(=O)c2ccc(C#CC(C)(C)O)cc2O[C@H]1CN(C)C(=O)C1CCCCC1
-14.8%,CC(CC(=O)c1ccccc1)=NCCCN=C(C)CC(=O)c1ccccc1
-6.4%,COc1ccc(C=Cc2ccc3ccccc3n2)c(OC)c1
-0.1%,O=C1CCCC(=O)N1CCCCCCN1C(=O)CCCC1=O
2.1%,c1ccc(CSc2nnc(NC3CCCCC3)s2)cc1
-11.4%,C[C@H](CO)N1C[C@H](C)[C@H](CN(C)C(=O)Nc2ccc3c(c2)OCO3)Oc2ncc(Br)cc2C1=O
12.1%,CC(=O)Nc1nn(CC(C)C)c2nc3ccc(C)cc3cc12
3.5%,CCN(CC(=O)NCc1cccs1)C(=O)/C=C/c1ccc(F)cc1
4.5%,COc1ccc(NC(=O)N(C)C[C@@H]2OCc3cn(nn3)CCCC(=O)N([C@H](C)CO)C[C@H]2C)c(OC)c1
-1.0%,O=c1[nH]c(=O)n2ncnc2[nH]1
-16.3%,COc1ccc(-c2ccc(CN3C(CC(C)C)C(=O)N(Cc4cn(CCC5OCCCO5)nn4)CCS3(=O)=O)cc2)cc1OC (stereo not drawn)
-0.1%,COc1ccc(S(=O)(=O)Nc2cc3c4c(c2)CC(=O)N4CCC3)cc1OC
-14.4%,CCOc1ccc(S(=O)(=O)Nc2cccc(C(=O)N3CCN(c4ccccn4)CC3)c2)cc1
-3.6%,Cc1ccccc1Oc1ccc2c(c1)[C@@H]1C[C@H](N(C)C(=O)c3cccnc3)[C@H]([C@H](C)O)C(=O)N1CC2
-23.6%,Cc1ccc(-c2cnc3c(c2)C(=O)N([C@H](C)CO)C[C@@H](C)[C@@H](CN(C)C(=O)Cc2ccccc2)O3)cc1
-7.5%,CC(c1ccc2ccccc2c1)c1ccccc1C(=O)O (stereo not drawn)
-9.7%,O=C(c1ccc2c(c1)CCC2)N1CCN(Cc2c(F)cccc2Cl)CC1
-13.4%,O=C(O)C(=O)Nc1ncn[nH]1
8.2%,COc1ccc([C@H]2C[C@H](n3cc(-c4ccc(F)cc4)nn3)[C@@H](O)CN2C(=O)C2CCCCC2)cc1
12.1%,COc1ccc(C(=O)Nc2ccc3nc(C)sc3c2)cc1S(=O)(=O)N1CCOCC1
-0.5%,Cc1ccccc1N1CCN(C(=O)c2cc(-c3ccccc3)nc3c2cnn3C(C)C)CC1
-17.2%,Cc1ccc(S(=O)(=O)N2C[C@@H](C)[C@]3(C2)[C@H](O)[C@H](OC(=O)NC2CCCC2)C[C@H]2C(=O)N(c4ccccc4)C(=O)[C@H]23)cc1
24.3%,CCc1cccc(NC(=O)COC(=O)C2COc3ccccc3O2)c1 (stereo not drawn)

Rewritten tab-delimited: part of the list above
canonical_smiles	a7 integrin act
COc1ccc([C@H]2C[C@H](n3cc(-c4ccc(F)cc4)nn3)[C@@H](O)CN2C(=O)C2CCCCC2)cc1	8.2%
CC(=O)Nc1nn(CC(C)C)c2nc3ccc(C)cc3cc12	12.1%

(next part)
a7 integrin act,Compound
-18.2%,COCOCCn1cc(CN2CCS(=O)(=O)N(Cc3ccc(-c4ccncc4)cc3)C(C(C)C)C2=O)nn1 (stereo not drawn)
8.0%,CCC(=O)Nc1ccc(C(=O)NNC(=O)CCCCC(=O)NNC(=O)c2ccc(NC(=O)CC)cc2)cc1
10.7%,C[C@@H]1CN([C@H](C)CO)C(=O)CCCn2nncc2CO[C@H]1CN(C)C(=O)OCc1ccccc1
3.4%,O=c1[nH]cc(S(=O)(=O)N2CCN(c3ccccc3F)CC2)c(=O)[nH]1
-6.5%,COc1cccc(NC(=O)N(C)C[C@@H]2Oc3cc(Br)ccc3S(=O)(=O)N([C@@H](C)CO)C[C@H]2C)c1
3.8%,O=C(NCc1ccncc1)C(=O)NCC1OCCN1S(=O)(=O)c1ccccc1 (stereo not drawn)
5.9%,Cc1cccc(NC(=O)CN(C)S(=O)(=O)c2cnc[nH]2)c1C
-21.4%,CCOc1ccc(S(=O)(=O)N2CCCCC2)cc1NC(=O)C1CCCC1
8.2%,CC(C)N1C(=O)C(=O)N(CC(=O)N2c3ccccc3CC2C)C1=O (stereo not drawn)
4.0%,COc1ccc(CNC(=O)c2ccc(Cl)c(S(=O)(=O)N3CCCCCC3)c2)cc1
6.5%,Cc1cc(C)c(NC(=O)COC(=O)C2=COCCO2)c(C)c1
7.7%,O=C(O)c1cscc1Cc1cccs1
25.2%,COc1cccc(-c2ccc(C3=CC(=O)CC(C)(C)C3=O)cc2)c1OC
-0.2%,COCOCCn1cc(CN2CCS(=O)(=O)N(Cc3ccc(-c4ccccc4)cc3)C(C(C)C)C2=O)nn1 (stereo not drawn)
-16.5%,C[C@H](CO)N1C[C@H](C)[C@H](CN(C)C(=O)NC2CCCCC2)Oc2ncc(Br)cc2C1=O
-59.1%[inhibitor],CC1(C)CC(=O)C=C(C#CC2(O)CCCCC2)C1
-3.6%,CNC[C@@H]1OCc2ccccc2-c2c(n(C)c3ccccc23)C(=O)N([C@H](C)CO)C[C@@H]1C
-0.5%,C[C@H](CO)N1C[C@H](C)[C@@H](CN(C)S(C)(=O)=O)OCc2cnnn2CCCC1=O
13.3%,C[C@H]1CN([C@@H](C)CO)C(=O)c2cc(-c3ccccc3F)cnc2O[C@H]1CN(C)C(=O)C1CCOCC1
-8.0%,C[C@H](O)[C@@H]1CN2CCc3c([nH]c4ccccc34)[C@@H]2C[C@@H]1N(C)C(=O)Nc1ccccc1
11.4%,COc1ccccc1N1CCN(c2ccc3c(c2)S(=O)(=O)c2cccc(C(=O)NCc4ccc(F)cc4)c2C3=O)CC1
-4.7%,O=C(Nc1oc2ccccc2c(=O)c1-c1ccc2c(c1)OCO2)c1ccco1
-9.1%,C#CCN(C[C@@H]1[C@@H](OC(=O)NCC2CCCCC2)[C@@H](OC(=O)NCC2CCCCC2)CN(C(=O)OC(C)C)N1C(=O)OC(C)C)S(=O)(=O)c1ccc(C)cc1
8.5%,C[C@H](CO)N1C[C@H](C)[C@@H](CN(C)Cc2ccccn2)Oc2ncc(-c3ccccc3)cc2C1=O
1.3%,COc1ccc(N)cc1NC(=O)CN1CCOCC1
16.1%,CCC(C(N)=O)N1C(=O)C2C3CCC(C3)C2C1=O (stereo not drawn)
-16.0%,Cc1cnc2c(N)cc(C)c(C)c2c1
-7.6%,CCCCN1C(=O)C(CC(=O)NC(c2ccccc2)c2ccccc2)CC(C(=O)N(C(C)C)C(C)C)=C1C (stereo not drawn)
0.1%,Cc1ccc(S(=O)(=O)NCc2nnnn2-c2ccc(F)cc2)cc1
-1.2%,CN(C)CCN(C(=O)c1ccc2ccccc2c1)c1nc2cc3c(cc2s1)OCO3

Individual results from the list:
In a7 integrin act, `CCC(=O)Nc1ccc(C(=O)NNC(=O)CCCCC(=O)NNC(=O)c2ccc(NC(=O)CC)cc2)cc1` has 8.0%
In a7 integrin act, `Cc1cnc2c(N)cc(C)c(C)c2c1` has -16.0%

4 structures from above, sorted by molecular weight, smallest number first:
a7 integrin act,Compound
-8.0%,C[C@H](O)[C@@H]1CN2CCc3c([nH]c4ccccc34)[C@@H]2C[C@@H]1N(C)C(=O)Nc1ccccc1
4.0%,COc1ccc(CNC(=O)c2ccc(Cl)c(S(=O)(=O)N3CCCCCC3)c2)cc1
13.3%,C[C@H]1CN([C@@H](C)CO)C(=O)c2cc(-c3ccccc3F)cnc2O[C@H]1CN(C)C(=O)C1CCOCC1
-0.2%,COCOCCn1cc(CN2CCS(=O)(=O)N(Cc3ccc(-c4ccccc4)cc3)C(C(C)C)C2=O)nn1 (stereo not drawn)

(next part)
a7 integrin act,Compound
16.2%,Cc1cc(S(=O)(=O)NC[C@H]2O[C@@H](n3ccc(N)nc3=O)[C@H](O)[C@@H]2O)c(C)s1
22.1%,Nc1ccc2c(c1)[nH]c(=O)c1cc(N)ccc12
11.6%,O=C1CC=Nc2ccc([N+](=O)[O-])cc21
-18.5%,COc1cccc(CN2CC(C(=O)N3CCSCC3)CCC2=O)c1 (stereo not drawn)
0.6%,COc1ccc(Br)c(C(=O)OCC(=O)Nc2cc(C)on2)c1
27.6%,COC(=O)C1Cc2c([nH]c3ccccc23)C2CCC(=O)N12 (stereo not drawn)
-4.3%,CC1CCC2(CC1)NC(=O)N(CC(=O)Nc1cccc(S(=O)(=O)N(C)c3ccccc3)c1)C2=O (stereo not drawn)
-47.8%,OC(COc1ccc(-c2ccccc2)cc1)CN1CCCCC1 (stereo not drawn)
-7.5%,CC1(C)CC(=O)C=C(c2ccc(COC(=O)c3ccccc3)cc2)C1=O
9.5%,CN1CCN(C(=O)C(=O)c2cn(CC(=O)N3CCOCC3)c3ccccc23)CC1
-7.9%,O=C(O)CN1C(=O)/C(=C\c2ccccc2OCc2ccccc2)SC1=S
22.7%,CN(C)S(=O)(=O)c1ccc(C(=O)Nc2nnc(SCC(=O)N3CCOCC3)s2)cc1
11.9%,C[C@@H](CO)NC(=O)c1[nH]cnc1C(=O)Nc1cccc(Cl)c1
15.5%,O=C(COC(=O)c1c[nH]c2ccccc12)NCc1ccccc1
-0.7%,C#CCOCC1CNC(=S)O1 (stereo not drawn)
-17.8%,Cc1ccc(S(=O)(=O)N(C)C[C@@H]2OCCCC[C@H](C)Oc3ccc(NC(=O)Nc4ccc(F)cc4)cc3C(=O)N([C@H](C)CO)C[C@H]2C)cc1
-1.5%,Cc1ccc(S(=O)(=O)N2C[C@H]3[C@H]4C(=O)N(c5ccccc5)C(=O)[C@H]4C[C@H](OC(=O)Nc4cccs4)[C@@]3(O)C2)cc1
16.6%,Cc1ccc(S(=O)(=O)N2C[C@H]3[C@H]4C(=O)N(c5ccccc5)C(=O)[C@H]4C[C@H](OC(=O)NCC4CCCCC4)[C@@]3(O)C2)cc1
-10.8%,COc1ccc(CN2C(=O)C(CC(=O)NCCCN(C)C)CC(C(=O)N(C(C)C)C(C)C)=C2C)cc1 (stereo not drawn)
1.3%,CN1CCN(C(=O)c2ccc(S(=O)(=O)N(C)c3ccccc3)cc2)CC1
-21.5%,CN(CC(=O)Nc1ccc(Cl)c(Cl)c1)CC(=O)N1CCCCCC1
-6.4%,COc1cccc(NC(=O)C2CCN(S(=O)(=O)c3ccc(N4CCCC4=O)cc3)CC2)c1
11.0%,N#Cc1c(NC(=O)COC(=O)C2=COCCO2)sc2c1CCCC2
0.3%,CN1CCn2cnc(C(=O)N3CCN(c4ccccc4)CC3)c2C1=O
1.3%,CC(C)c1nc(CNC(=O)CC2C(=O)NCCN2Cc2ccccc2)cs1 (stereo not drawn)
4.7%,O=C(CN1c2cccc3cccc(c23)S1(=O)=O)NCc1ccccc1Cl
-7.6%,O=C(CN1CCN(c2cccc(C(F)(F)F)c2)CC1)Nc1ccc2c(c1)OCCCO2
16.0%,O=C(O)c1ccccc1NC(=O)C1CCN(S(=O)(=O)c2ccc3c(c2)OCCO3)CC1
8.8%,C[C@H]1CN([C@@H](C)CO)C(=O)CCCn2cc(nn2)CO[C@@H]1CN(C)C(=O)Nc1cccc(C(F)(F)F)c1
-24.5%,C[C@@H]1CN([C@@H](C)CO)C(=O)c2ccccc2-c2ccccc2CO[C@@H]1CN(C)S(=O)(=O)c1ccc(C(F)(F)F)cc1
-22.2%,CCN(CC(=O)Nc1c(F)cccc1F)C(=O)CCCN1C(=O)c2cccc3cccc(c23)C1=O
19.8%,COc1ccc(NC(=O)c2cccc3ccccc23)cc1OC
9.6%,O=C(COC(=O)c1ccccc1)NCCCCc1ccccc1
-11.8%,Cc1ccc(OCc2cc(C(=O)N(C)C3CCCc4ccccc43)no2)cc1C (stereo not drawn)
-14.1%,COc1ccc(C(=O)CC(C(=O)O)c2ccc3c(c2)OCO3)cc1OC (stereo not drawn)
-17.9%,O=C(Nc1cccc(-n2cnnn2)c1)C1CCCN(C(=O)Cc2cccc(Cl)c2)C1 (stereo not drawn)
-7.5%,CC(=O)c1ccc(OCc2cn(CC(=O)c3ccc(O)cc3)nn2)c(C)c1
-17.9%,COCOCCn1cc(CN2CCS(=O)(=O)N(Cc3ccc(-c4ccc(F)nc4)cc3)C(C)C2=O)nn1 (stereo not drawn)
17.7%,CSc1cccc(NC(=O)C2CCCN(S(C)(=O)=O)C2)c1 (stereo not drawn)
-3.4%,COc1ccc([C@H]2C[C@@H](n3cc(-c4ccc(F)cc4)nn3)[C@H](O)CN2C(=O)c2cccs2)cc1
-2.5%,COCC(=O)N1C[C@H]2CON(C)[C@H]2C[C@H]1c1cccc(-c2ccccc2OC)c1
-0.2%,O=C(OCC(=O)c1c[nH]c2ccccc12)c1ccc(F)c(S(=O)(=O)N2CCOCC2)c1
0.4%,CCSCCCn1[nH]c2ccccc2c1=O
16.6%,Cc1ccc(NC(=O)N2CCOCC2)cc1NC(=O)N1CCOCC1
13.0%,C[C@@H]1CN([C@@H](C)CO)C(=O)c2cc(Br)cnc2O[C@@H]1CN(C)C(=O)Nc1ccc(F)cc1
6.4%,CC(C)C1C(=O)N(Cc2cn(Cc3ccco3)nn2)CCS(=O)(=O)N1Cc1ccc(-c2ccc(F)nc2)cc1 (stereo not drawn)
-50.2%[inhibitor],CN(C1=NS(=O)(=O)N=C(N(C)c2ccccc2)O1)c1ccccc1
2.8%,O=C(CSc1n[nH]c(=O)n1CCc1ccccc1)NC1CCCC1

Screens: PubChem BioAssay, National Center for Advancing Translational Sciences (NCATS)
